Assay outcomes: PubChem BioAssay, several laboratories
IL1B NFkB pot = enhancers of NFkB p65 translocation in HUVEC – imaging, IL-1B stimulus, high-content imaging, primary screen; 94,000 tested, 0.3% active; activation, % at 2 µM; HUVEC IL-1B NFkB p65 nuclear translocation imaging;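 active = activation above 40%, about the mean plus 3 SD, also judged a hit on visual image review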;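 also: percent activation is computed from the nuclear over cytoplasmic p65 intensity ratio; values of inactives mirror those of a sister screen read the other way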
IL1B NFkB inh = inhibitors of IL-1B driven NFkB p65 nuclear import, primary screen, imaging, HUVEC, IL-1B stimulus, high-content imaging. HUVEC IL-1B NFkB p65 nuclear translocation imaging. AID 796, 2007. inhibition, % at 2 µM. 94,000 tested, 0.43% active;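 active = inhibition above about 30% together with a positive call from visual inspection of the well image, limit read from the data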;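 also: nuclear over cytoplasmic p65 intensity ratio measured by imaging; 0% = IL-1B stimulated DMSO wells and 100% = unstimulated DMSO wells; values of inactives mirror those of a sister screen read the other way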
PLAP inhibition = PLAP enzyme inhibitors, biochemical, luminescence, HTS (AID 690) | Alkaline phosphatase, placental type (Homo sapiens) | inhibition, % at 20 µM, or IC50 in µM where a hit was titrated | 96,000 tested, 0.08% active | purified PLAP, luminescent substrate; higher % means a stronger effect; in the data active = a potency from the dose series; inactive = the rest, 99 in 100 with inhibition below about 30%; also: strong numbers were not always called active
MRP resist rev = reversal of MRP1-mediated doxorubicin resistance, primary screen, H69AR cells, doxorubicin co-treatment. 85,000 tested, 0.04% active. differential viability (reversal), % at 10 µM. H69AR cells + 2 uM doxorubicin, CellTiter-Glo, 72 h;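 active = viability drop by adding the cancer drug above about 55%, with treated viability meeting a 40% cutoff, limit read from the data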;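 also: viability without doxorubicin minus viability with 2 µM doxorubicin for each compound; larger differential means the compound sensitizes cells more to doxorubicin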
Bcl-B displacement = displacers of TR3 peptide from Bcl-B, primary screen, selectivity assay for Bfl-1 inhibitor project, biochemical, fluorescence polarization; Bcl-2-like protein 10 (Homo sapiens); FP displacement of FITC-TR3 peptide from Bcl-B; higher % means a stronger effect; displacement, % at 20 µM; hits with a dose series show IC50 in µM; 96,000 tested, 0.11% active; AID 748, 2007;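 active = displacement above 50% at 20 µM plus a fluorescence interference ratio under 1.5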;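 also: plate controls were wells without compound for no effect and wells lacking Bcl-B protein for full effect; a part of the inactive calls stands beside numbers as strong as those of hits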
MRP resist rev cytotoxicity = also measured in MRP resist rev; calls as there; viability, %; H69AR cells, CellTiter-Glo, 72 h; measured here: cytotoxicity without doxorubicin
MRP resist rev with doxorubicin = recorded beside MRP resist rev, whose call it bears; viability, %; measured here: viability with 2 uM doxorubicin; hits give low values
IL1B NFkB inh cell count 2 µM = also measured in IL1B NFkB inh; calls as there; cell count; measured here: cells passing quality filter;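 raw number of nuclei counted in each imaged well without normalization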
IL1B NFkB pot cell count 2 µM = second read-out of IL1B NFkB pot, no call of its own (marks repeat the call); cell count; measured here: cells passing quality filter
* marks the source's active call; other numbers are inactive results; . = no result given. Some of the compounds tested. The share of hits here may be higher or lower than overall.

Value order: IL1B NFkB pot, IL1B NFkB pot cell count 2 µM, IL1B NFkB inh, IL1B NFkB inh cell count 2 µM, PLAP inhibition, MRP resist rev, MRP resist rev cytotoxicity, MRP resist rev with doxorubicin, Bcl-B displacement
O=C(c1ccco1)n1nc(-c2ccco2)nc1SCc1ccccc1
  -15.0, 65, 15.0, 65, 20.5%, 6.7, 82.2, 75.6, -18.4%
NC(=O)CSc1nnc(-c2ccoc2)o1
  15.7, 132, -15.7, 132, 16.7%, 1.7, 97.8, 96.1, 9.5%
Cc1ccc(OCCCN(C)C)c(Br)c1
  24.8, 187, -24.8, 187, -0.1%, ., ., ., -3.4%
Cc1cc(C)c(C(N)=O)c(NC(=O)Nc2ccccc2)n1
  12.5, 171, -12.5, 171, 7.1%, ., ., ., 5.1%
COc1ccc(F)cc1S(=O)(=O)n1cc(C)nc1-c1ccccc1
  1.3, 132, -1.3, 132, 21.4%, -2.2, 89.8, 92.0, 14.9%
COCc1nnc(NS(=O)(=O)c2ccc([N+](=O)[O-])cc2)s1
  -12.2, 146, 12.2, 146, -25.9%, 9.4, 92.2, 82.8, 3.4%
Cc1ccc(Cn2c3ccccc3c3cn[nH]c(=O)c32)cc1
  ., ., ., ., -17.3%, -1.6, 83.6, 85.2, 5.9%
Cc1c(C(=O)COC(C)(C)C)[nH]c2ccccc12
  3.7, 160, -3.7, 160, -11.1%, ., ., ., 0.0%
CC(C)C(NS(=O)(=O)c1cccs1)C(=O)Nc1nc(C(C)(C)C)cs1 (stereo not given)
  -1.6, 184, 1.6, 184, -54.3%, ., ., ., 14.5%
CC1CCN(S(=O)(=O)Cc2ccccc2Cl)CC1
  -8.2, 102, 8.2, 102, 5.6%, ., ., ., 10.3%
CCCCN(C)C(=O)C1CCC(=O)N(c2cc(OC)c(OC)c(OC)c2)C1c1ccc(OC)cc1 (stereo not given)
  24.3, 122, -24.3, 122, ., 18.4, 102.5, 84.1, .
CCC(=O)NCCc1nc2ccccc2n1Cc1ccc(C)cc1
  -2.6, 163, 2.6, 163, -13.9%, 12.5, 91.8, 79.3, 6.3%
Cc1ccc2c(c1)c1c(n2CC2COC(C)(C)O2)C(=O)CCC1 (stereo not given)
  22.4, 215, -22.4, 215, -32.8%, 20.8, 91.8, 71.0, 0.5%
CCCC1CC(CSC(=N)N)OC1=O (stereo not given)
  -2.5, 156, 2.5, 156, 1.0%, 6.5, 87.1, 80.7, 0.1%
CC(C)(C)c1csc(NC(=O)c2ccc(Cl)s2)n1
  12.1, 139, -12.1, 139, -18.9%, -0.8, 81.7, 82.5, -7.7%
C=C(C)CSc1nnc([C@@H]2CCCN2C(=O)OC(C)(C)C)o1
  8.4, 181, -8.4, 181, -37.4%, 5.2, 95.2, 90.0, -5.0%
Nc1c(C(=O)c2cccs2)oc2ccccc12
  25.1, 127, -25.1, 127, 29.4%, -7.0, 95.9, 102.9, -7.5%
COc1cccc2sc(N3CCN(c4nc5ccccc5s4)CC3)nc12
  5.5, 126, -5.5, 126, 13.4%, 0.8, 3.2, 2.4, 8.3%
Cc1ccccc1Nc1c(N)c(=O)oc2ccccc12
  -9.3, 169, 9.3, 169, 37.8%, ., ., ., -2.1%
Cc1ccc(O)c(C(=O)c2cnc3c(c2)CN(CCC(C)C)C(=O)N3)c1
  -14.7, 89, 14.7, 89, -25.8%, -15.1, 45.6, 60.6, -13.1%
Cc1cccc2c1N(CCCOc1ccccc1)C(=O)C2=O
  -8.3, 164, 8.3, 164, 16.1%, -7.5, 72.1, 79.6, -6.6%
Cc1ccc2cc(C3C(C#N)=C(N)Oc4c3ccc3cccnc43)c(=O)[nH]c2c1 (stereo not given)
  4.2, 137, -4.3, 137, -57.6%, -15.1, 37.0, 52.1, 5.4%
CSCCC(Nc1nc2ccccc2s1)C(=O)O (stereo not given)
  ., ., ., ., -35.2%, ., ., ., -3.9%
COc1ccc(CCNC(=O)CSc2nnc(Cn3c(=O)sc4ccccc43)n2C)cc1OC
  6.8, 101, -6.8, 101, -36.6%, 18.8, 96.8, 78.0, -45.6%
O=C(Nc1ccc(-c2nc3ccccc3o2)cc1)C1CCCO1 (stereo not given)
  6.7, 117, -6.7, 117, 9.1%, -3.0, 88.2, 91.2, 1.0%
O=C(O)C1C2C=CC(O2)C1C(=O)NCCC1=CCCCC1 (stereo not given)
  5.3, 152, -5.3, 152, ., 0.7, 94.2, 93.5, .
COc1ccc2c(Cl)c(-c3nnc(SCC(=O)c4ccccc4)n3C)sc2c1
  -0.8, 137, 0.8, 137, -17.8%, -1.1, 90.0, 91.1, -11.3%
COc1ccc(/C=N/c2c(-c3ccco3)nc3ccccn23)cc1OC
  -6.4, 143, 6.4, 143, 5.5%, ., ., ., 0.0%
Cc1ccc(S(=O)(=O)N2CCN(c3nc(C)nc4sc(C)c(C)c34)CC2)cc1
  8.9, 97, -8.9, 97, -9.1%, 8.0, 92.3, 84.3, -1.1%
Cc1ccc(C2C(C(=O)c3ccco3)=C(O)C(=O)N2c2nnc(C)s2)cc1 (stereo not given)
  5.9, 99, -5.9, 99, -5.3%, -5.1, 92.7, 97.8, 88.1%
Cc1csc(NC(=O)CSc2nsc(SCC(=O)Nc3nc(C)cs3)c2C#N)n1
  8.4, 111, -8.4, 111, -8.3%, ., ., ., -19.1%
CN(C)/N=C/c1c(O)ccc2ccccc12
  0.9, 132, -0.9, 132, 8.5%, ., ., ., 5.3%
COc1ccccc1OCCn1c(=O)sc2ccccc21
  5.6, 111, -5.6, 111, 10.6%, 6.0, 92.0, 86.0, -6.1%
COc1cc(CC(=O)NCc2ccc3c(c2)OCO3)cc(OC)c1OC
  -11.2, 178, 11.2, 178, -2.1%, 9.1, 96.4, 87.3, -2.9%
CCc1cc(C=NC2CCCCC2)c(O)s1
  22.6, 178, -22.6, 178, 9.1%, 4.6, 92.8, 88.2, 5.0%
O=C(NCCN1CCOCC1)c1csc2c1CCCCC2
  26.3, 128, -26.3, 128, -7.9%, 10.1, 94.8, 84.7, -3.1%
COc1ccc(CCNC(=O)CCS(=O)(=O)c2ccc3c(c2)CCN3C(C)=O)cc1OC
  26.2, 112, -26.2, 112, -10.4%, 19.6, 91.8, 72.3, 1.2%
COc1ccc(CCC(=O)Nc2nc3c(s2)CN(C)CC3)cc1OC
  31.4, 150, -31.4, 150, -6.3%, -1.7, 87.5, 89.1, -0.4%
Cc1cccc(N(C(=O)c2csnn2)C(C(=O)NC(C)(C)C)c2ccncc2)c1 (stereo not given)
  -2.6, 153, -6.0, 150, 9.6%, ., ., ., 3.2%
COC(=O)C1C(O)=C(C(C)=N)C(=O)CC1(C)C (stereo not given)
  ., ., ., ., 18.5%, 0.7, 94.8, 94.1, -1.7%
O=C(Nc1nc(-c2ccc(S(=O)(=O)N3CCOCC3)cc2)cs1)c1ccccc1
  -1.1, 180, 1.1, 180, -8.9%, 9.3, 80.5, 71.1, -14.5%
O=C(Cc1ccc(Cl)cc1)N1CCN(C(=O)c2ccco2)CC1
  -2.4, 177, 2.4, 177, -2.8%, 14.2, 100.7, 86.4, -1.0%
Cc1nc(C)c(NC(=O)N2CCc3ccccc32)cc1NC(=O)N1CCc2ccccc21
  -4.2, 191, 4.2, 191, -43.9%, 10.5, 67.9, 57.4, -8.1%
COC(=O)C1=C(C)N(CCc2ccc(OC)c(OC)c2)C(=O)C1
  6.8, 159, -6.8, 159, -40.6%, 1.1, 100.2, 99.2, -2.9%
CC(C)N1C(=O)CCC1C(=O)NC1CCCC1 (stereo not given)
  2.1, 116, -2.1, 116, 9.0%, 4.8, 103.5, 98.7, 3.0%
C/C(=N\NC(=O)c1ccc(Cl)cc1)c1cccc(NC(=O)C(C)C)c1
  -12.2, 137, 12.2, 137, 9.2%, ., ., ., 5.1%
N=c1c2c(n(Cc3ccc(F)cc3)c3c1CCC3)CCC2
  8.6, 135, -8.6, 135, 24.7%, 11.1, 95.2, 84.1, 9.4%
CCOC(=O)c1nnc(-c2ccccc2)nc1NC
  4.3, 146, -4.3, 146, 3.7%, ., ., ., -1.6%
CC(C)C1N(C(=O)CN2CCCC2)CCN1S(=O)(=O)c1ccccc1 (stereo not given)
  -10.4, 128, 10.4, 128, 5.1%, ., ., ., -1.7%
Cc1ccc2occ(C(=O)c3ccco3)c(=O)c2c1
  8.3, 83, -8.3, 83, -5.7%, -8.6, 80.8, 89.5, 1.1%
CCCc1cc(N2CCCC(C(=O)Nc3cc(Cl)ccc3OC)C2)n2ncnc2n1 (stereo not given)
  -9.6, 122, 9.6, 122, ., 16.0, 48.6, 32.6, .
CCOc1ccc(C(=O)NC2CCN(C(=O)Nc3ccccc3OC)CC2)cc1
  2.8, 133, -2.8, 133, ., -5.6, 79.0, 84.6, .
CCOC(=O)c1oc2cccc(OCC(O)CNC(C)C)c2c1C (stereo not given)
  -8.6, 99, 8.6, 99, -54.5%, -7.5, 75.6, 83.1, -6.3%
CC(=O)c1ccc2c3c(cccc13)C(=O)N(c1c(C)nn(C)c1C)C2=O
  13.6, 130, -13.6, 130, 9.3%, -1.2, 87.1, 88.3, -5.1%
CCCn1nnnc1NC(=O)COc1ccc(Cl)cc1C
  -10.6, 124, 10.6, 124, -0.5%, ., ., ., -12.4%
O=C(Nc1cccnc1)c1cc(-c2ccco2)on1
  4.3, 109, -4.3, 109, -5.7%, 2.4, 106.0, 103.6, -13.3%
C=CCN(C(=O)Nc1ccccc1)C1CC(=O)N(c2ccc(OC)cc2)C1=O (stereo not given)
  10.4, 138, -10.4, 138, -31.6%, 14.2, 97.6, 83.4, -8.5%
Cc1cccc(OCC(=O)Nc2nc3ccc([N+](=O)[O-])cc3s2)c1C
  -4.0, 173, 4.0, 173, -9.4%, ., ., ., -10.2%
O=C1/C(=C/c2cccnc2)Oc2cc(OS(=O)(=O)c3ccccc3)ccc21
  -22.7, 163, 22.7, 163, -19.3%, -7.3, 3.4, 10.7, -1.6%
CC(C)COP(=O)(OCC(C)C)C(Nc1ccccc1)c1ccc2c(c1)OCO2 (stereo not given)
  24.1, 134, -24.1, 134, -26.7%, ., ., ., -0.6%

Some entries already given with just IL1B NFkB inh, MRP resist rev cytotoxicity and PLAP inhibition:
smiles | IL1B NFkB inh | MRP resist rev cytotoxicity | PLAP inhibition
CSCCC(Nc1nc2ccccc2s1)C(=O)O (stereo not given) | . | . | -35.2%
COc1ccc(CCNC(=O)CSc2nnc(Cn3c(=O)sc4ccccc43)n2C)cc1OC | -6.8 | 96.8 | -36.6%

Other results
Value order: IL1B NFkB pot, IL1B NFkB pot cell count 2 µM, IL1B NFkB inh, IL1B NFkB inh cell count 2 µM, PLAP inhibition, MRP resist rev, MRP resist rev cytotoxicity, MRP resist rev with doxorubicin, Bcl-B displacement
Cc1cc(C)nc(NC2=NCC(=O)N2CCc2c[nH]c3ccccc23)n1
  8.4, 178, -8.4, 178, -11.5%, -6.6, 84.6, 91.2, -5.9%
Cc1ccc(NC(=O)c2cc(=O)c3ccccc3o2)cc1
  5.0, 48, -5.0, 48, -0.4%, ., ., ., 7.9%
Cc1cc([N+](=O)[O-])c(-c2ccc(/C=N/n3cnnc3)o2)cc1Cl
  17.8, 131, -17.8, 131, 17.8%, ., ., ., -10.9%
Cc1[nH]nc2c1C1(CCN(Cc3ccccc3)CC1)C(C#N)=C(N)O2
  8.3, 105, -8.3, 105, -70.4%, -3.0, 92.9, 95.8, 40.3%
Cc1ccc(-n2nc(C(=O)c3ccccc3)n3c(=O)c(Cc4ccccc4)nnc23)cc1
  3.0, 146, -3.0, 146, ., 16.1, 90.9, 74.8, .
CCCn1c(-c2ccccc2)nc2c(=O)n(C)c(=O)[nH]c21
  28.8, 187, -28.8, 187, 0.9%, -20.7, 89.7, 110.3, 1.1%
CCCOc1ccccc1C(=O)NC(CO)C(=O)O (stereo not given)
  16.7, 210, -16.7, 210, -5.2%, 10.2, 91.3, 81.1, -0.9%
